A3G deaminase – APOBEC3G DNA deaminase inhibitors, primary screen, biochemical, fluorescence, single-stranded DNA substrate, uHTS | DNA dC->dU-editing enzyme APOBEC-3G (Homo sapiens), Q9HC16 | recombinant A3G, ssDNA deamination FAM/TAMRA fluorescence | inhibition, % at 20 µM | actives 0.28% (n = 330,000) | AID 493012, 2011;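 active = inhibition of at least 40% at 20 µM, with no more than 30% in the related APOBEC3A deaminase screen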;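 also: plate controls were DMSO wells with A3G for no effect and wells lacking A3G enzyme for full effect; some compounds called inactive have numbers as strong as hits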
Target sequence (Q9HC16 whole entry, looked up): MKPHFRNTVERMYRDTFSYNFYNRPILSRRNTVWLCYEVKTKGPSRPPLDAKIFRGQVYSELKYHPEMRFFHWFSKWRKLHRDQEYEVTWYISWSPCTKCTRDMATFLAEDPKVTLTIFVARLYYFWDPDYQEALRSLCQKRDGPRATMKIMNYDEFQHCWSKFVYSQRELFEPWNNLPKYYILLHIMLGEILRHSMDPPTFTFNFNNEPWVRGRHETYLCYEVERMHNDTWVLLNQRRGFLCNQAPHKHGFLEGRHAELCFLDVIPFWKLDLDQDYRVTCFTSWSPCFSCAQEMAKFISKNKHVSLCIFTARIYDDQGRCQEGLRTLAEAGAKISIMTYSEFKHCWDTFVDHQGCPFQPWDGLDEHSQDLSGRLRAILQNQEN
MIN6 prolif – inducers of MIN6 beta-cell proliferation, primary screen, ATP luminescence, uHTS; MIN6 cells proliferation, ATPlite luminescence, 48 h; cells starved in 0.2% serum; 100% = growth in 10% serum; proliferation, % at 10 µM; actives 0.29% (n = 330,000); AID 2380, 2010;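 active = compounds whose signal lies at least 3.5 SD above the mean of all wells on their plate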;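 also: 0% = DMSO-treated cells in low-serum medium and 100% = 10% serum control; some compounds called inactive have numbers as strong as hits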
NALP3 yeast inh – NALP3 inflammasome inhibitors in reconstituted yeast, primary screen, luminescence, uHTS; Yeast reconstituted NLRP3/ASC/caspase-1, beta-gal luminescence, 24 h; inhibition, % at 10 µM; actives 0.39% (n = 330,000); AID 2825, 2010;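 active = inhibition of 50% or more; inactive = inhibition below 50%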;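 also: plate controls were induced DMSO wells for no effect and uninduced yeast grown without galactose for full effect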
A3A deaminase – APOBEC3A ssDNA deaminase inhibitors, primary screen, selectivity assay for APOBEC3G inhibitor project, biochemical, FAM/TAMRA oligo cleavage fluorescence | DNA dC->dU-editing enzyme APOBEC-3A (Homo sapiens), P31941 | recombinant A3A, FAM/TAMRA ssDNA deamination fluorescence | inhibition, % at 20 µM | actives 0.41% (n = 330,000);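 active = at least 40% inhibition at 20 µM here, with at most 30% in a related deaminase screen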;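 also: plate controls were A3A with DMSO for no effect and wells lacking A3A enzyme for full effect; some results filed as inactive read as strong as hits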
Target sequence (P31941 whole entry, looked up): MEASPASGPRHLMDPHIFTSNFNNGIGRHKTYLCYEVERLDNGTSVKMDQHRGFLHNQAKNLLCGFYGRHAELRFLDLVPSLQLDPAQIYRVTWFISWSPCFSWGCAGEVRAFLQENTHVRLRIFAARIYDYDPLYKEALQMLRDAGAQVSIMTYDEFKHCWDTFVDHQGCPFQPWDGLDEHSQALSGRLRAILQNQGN
TIM10 inh – growth inhibitors of isogenic TIM10 control yeast, primary screen, counter-screen for tim10-1 yeast inhibitor project, luminescence, uHTS; inhibition, % at 10 µM; AID 463195, 2010; actives 1.4% (n = 330,000); S. cerevisiae TIM10 strain growth, BacTiter-Glo luminescence, 24 h;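 active = inhibition of 40% or more at the single tested concentration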;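 also: wild-type TIM10 isogenic control strain grown at permissive 25 °C; 0% = DMSO yeast wells and 100% = minimal medium wells without yeast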
mIAP inh – inhibitors of mouse IAP, primary screen, biochemical, luminescence, uHTS; intestinal alkaline phosphatase [Mus musculus]; purified mouse IAP, CDP-Star luminescence, 30 min; inhibition, % at 10 µM; actives 0.2% (n = 330,000); AID 2806, 2010;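 active = inhibition of at least 40% at 10 µM in the primary screen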;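 also: plate controls were DMSO with enzyme for no effect and no enzyme wells for full effect; values of inactives mirror those of a sister screen read the other way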
hIAP inh – human IAP inhibitors, primary screen, biochemical, luminescence, uHTS | inhibition, % at 10 µM | purified IAP, CDP-Star luminescence, 30 min | actives 0.12% (n = 330,000) | AID 2544, 2010 | Intestinal-type alkaline phosphatase (Homo sapiens), P09923;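 active = inhibition reaching a set limit with compound at 10 µM in the primary screen, cut at about 35% in these data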;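 also: plate controls were DMSO wells with enzyme for no effect and no-enzyme buffer wells for full effect; values of inactives mirror those of a sister screen read the other way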
Target sequence (P09923 whole entry, looked up): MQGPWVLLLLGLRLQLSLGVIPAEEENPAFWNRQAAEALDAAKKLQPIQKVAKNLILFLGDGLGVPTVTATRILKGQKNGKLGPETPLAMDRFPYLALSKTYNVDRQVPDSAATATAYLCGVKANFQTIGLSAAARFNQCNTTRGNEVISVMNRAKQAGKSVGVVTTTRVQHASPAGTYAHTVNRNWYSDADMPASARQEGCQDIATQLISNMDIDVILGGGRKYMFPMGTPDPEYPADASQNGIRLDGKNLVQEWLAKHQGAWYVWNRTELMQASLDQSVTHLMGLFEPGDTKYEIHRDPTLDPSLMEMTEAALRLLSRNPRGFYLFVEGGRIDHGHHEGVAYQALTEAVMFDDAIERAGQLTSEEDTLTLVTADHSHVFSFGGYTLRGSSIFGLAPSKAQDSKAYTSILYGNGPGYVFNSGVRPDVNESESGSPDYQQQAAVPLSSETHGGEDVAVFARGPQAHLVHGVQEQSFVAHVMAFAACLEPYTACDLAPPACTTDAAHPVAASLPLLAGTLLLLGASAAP
tim10-1 inh – growth inhibitors of tim10-1 mutant yeast, primary screen, luminescence, uHTS. AID 463190, 2010. inhibition, % at 20 µM. S. cerevisiae tim10-1 ts strain growth, BacTiter-Glo, 24 h. actives 2.2% (n = 330,000);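 active = inhibition of at least 40%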;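 also: mutant grown at 25 °C; 0% = DMSO wells with yeast and 100% = wells holding no yeast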
mIAP activ – activators of mouse IAP, primary screen, biochemical, luminescence, uHTS. actives 0.24% (n = 330,000). intestinal alkaline phosphatase [Mus musculus]. muIAP, CDP-Star luminescence, 30 min; active compounds read high; 1 = vehicle-only enzyme signal, 0 = enzyme-free wells. activation factor at 10 µM;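 active = activation factor of at least 2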; also: the source names both 10 and 20 µM as test concentration; values of inactives mirror those of a sister screen read the other way
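also added = chemiluminescent substrate CDP-Star | test system = mouse IAP enzyme | signal = chemiluminescence readout | compound = DMSO-dissolved test compounds | incubation = 30 min at room temperature | benchmarks = DMSO wells, no-enzyme wells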
* = called active by the depositor; x = not tested or not shown. Random draw from the library; 4.6% or so of the library scored in one or more.

SMILES	A3G deaminase	MIN6 prolif	NALP3 yeast inh	A3A deaminase	TIM10 inh	mIAP inh	hIAP inh	tim10-1 inh	mIAP activ
CCOC(=O)Cc1csc(NC(=O)CCN2C(=O)c3cccc([N+](=O)[O-])c3C2=O)n1	-9	2	7	-4	5	5	8	-6	0.95
O=c1[nH]c2ccc(S(=O)(=O)N3CCC(Cc4ccccc4)CC3)cc2o1	2	-6	3	5	12	10	-17	23	0.9
CCC1CC(CSC(=N)N)OC1=O (stereo not given)	0	-1	17	0	16	-1	12	16	1
O=C(N/N=C/c1ccc(O)cc1)c1ccc(COc2cc(Cl)ccc2Cl)o1	-5	0	11	-1	12	3	-2	3	0.97
CCc1nc2scc(-c3ccc(C)cc3)c2c(=O)n1N	-5	1	18	-1	-8	-6	19	16	1.1
c1ccc(-c2nn3c(Cn4nnc5ccccc54)nnc3s2)nc1	19	1	5	2	1	16	-6	8	0.84
O=C(Nc1ccn(Cc2c(F)c(F)cc(F)c2F)n1)c1ccc(COc2ccccc2Cl)cc1	-5	-2	-5	0	23	10	2	28	0.9
COc1cc(-n2c(C)nc3cc(C(=O)NCC4CCCO4)ccc32)cc(OC)c1OC (stereo not given)	-5	0	2	-5	-4	0	2	8	1
CN(C)S(=O)(=O)N1CCN(S(=O)(=O)c2ccc(F)cc2)CC1	-2	-1	4	-4	16	-8	-30	16	1.1
CCc1ccc2oc(C(=O)Nc3nonc3C)c(C)c2c1	-7	-1	17	-6	-9	2	0	1	0.98
CC1CCC2(CC1)NC(=O)N(CC(=O)N1c3ccccc3CC1C)C2=O (stereo not given)	-2	-1	21	3	-11	3	-5	-9	0.97
CC(C)Sc1n[nH]c(=O)n1-c1cccc(C(F)(F)F)c1	-4	-3	10	-1	18	2	0	-1	0.98
CCOC(=O)C[C@H]1c2ccc(C(F)(F)F)cc2S(=O)(=O)N1c1cccc(OC)c1	1	-4	8	2	3	-7	3	36	1.1
O=C(N/N=C/c1ccccc1)C1CCCN1C(=O)c1cc([N+](=O)[O-])cc([N+](=O)[O-])c1 (stereo not given)	4	0	18	0	11	-1	3	13	1
Cc1ccc(NC(=O)c2ccn(C)n2)c(Br)c1	-5	-4	35	1	5	11	1	1	0.89
COc1ccccc1NC(=O)COc1ccc(Br)cc1CNC1CCCC1	-8	-5	18	1	-18	1	-8	-8	0.99
COc1ccc(S(=O)(=O)N2CCCc3ccccc32)cc1[N+](=O)[O-]	0	-2	35	-2	-12	2	-22	12	0.98
CC(=O)Nc1ccc(-c2nc(C)c(C(C)=O)n2O)cc1	1	-3	3	-3	3	0	15	-19	1
COC(=O)CCSc1cc(NCCOC(C)=O)c([N+](=O)[O-])c2nonc12	-2	0	11	-1	-4	0	-8	-10	1
COc1ccc2cc(C)c3nnc(SCC(=O)Nc4cc(OC)c(OC)cc4C(=O)O)n3c2c1	-1	-4	5	99*	4	9	-16	30	0.91
CCC(CC)NC(=O)CO/N=C/c1ccccc1OC(F)F	-1	-2	3	1	-5	5	4	7	0.95
COc1cccc(CN2CC(C(=O)NCc3cccc(N4CCCC4)c3)CCC2=O)c1 (stereo not given)	-2	-4	12	-7	0	0	-26	5	1
CC(C)=CCC(C)(C)C1OCCN1C(=O)c1ccccc1 (stereo not given)	-4	-1	21	-1	7	2	10	14	0.98
C=CCN1C(=O)C(Cc2ccccc2)S/C1=N/N=C/c1cccs1 (stereo not given)	-7	-2	16	-5	8	-2	8	14	1
O=C1CCc2cc(S(=O)(=O)NC(C(=O)N3CCN(c4ccccn4)CC3)c3ccccc3)ccc2N1 (stereo not given)	1	0	18	1	-2	6	4	5	0.94
CC(C)NC1=C(Cl)C(=O)c2ccccc2C1=O	-3	-5	-19	-1	19	2	15	36	0.98
CCCCN(CCCC)S(=O)(=O)c1c(C)[nH]c(=O)[nH]c1=O	-2	-3	-3	1	-6	2	6	1	0.98
NC(=O)CSc1ncc(-c2ccccc2)[nH]1	2	-3	0	2	-11	7	-8	-9	0.93
O=C(c1ccc(Cl)cc1)N1CCN(c2ccc([N+](=O)[O-])c(NCc3cccnc3)c2)CC1	-2	-2	16	-3	17	11	-1	26	0.89
CCOC(=O)c1c(CN2CCOCC2)n(-c2ccccc2)c2cc(Br)c(O)c(CN(C)C)c12	-4	-2	21	-3	57*	-5	-4	38	1
CN(C)NC(=S)Nc1ccc2nc(-c3ccccn3)c(-c3ccccn3)nc2c1	-6	-3	7	-6	-3	-1	-15	16	1
Cc1nc(SCc2ccc(O)c([N+](=O)[O-])c2)n[nH]1	-1	-2	-12	-6	20	9	-9	16	0.91
CCCNC(=O)c1[nH]c(C)c(C(C)=O)c1C	-10	-2	13	-6	12	1	-4	-3	0.99
COC(=O)CCCC(=O)OC	-1	1	2	-1	6	-9	3	-12	1.1
Cc1noc(C)c1NC(=O)N(C)C[C@H]1Oc2ccc(NC(=O)NC(C)C)cc2C(=O)N([C@H](C)CO)C[C@H]1C	-7	-1	-2	-1	3	-22	2	-4	1.2
NC(=S)N/N=C/c1ccc(/C=N/NC(N)=S)cc1	9	0	12	-1	-16	5	8	14	0.95
COc1ccccc1NC(=O)C(=O)c1cn(CC(=O)N2CCOCC2)c2ccccc12	-4	-3	12	-4	13	4	12	16	0.96
Cc1noc(C)c1NC(=O)N(C)C[C@H]1Oc2c(NC(=O)Nc3ccc(C(F)(F)F)cc3)cccc2C(=O)N([C@H](C)CO)C[C@@H]1C	-4	-3	17	-1	-4	-30	-6	-2	1.3
CCOC(=O)C1=CN(Cc2cccc(-c3ccc(Cl)nc3)c2)S(=O)(=O)N(C)C1C (stereo not given)	-4	x	x	-1	-11	5	x	7	0.95
CC(C)N1CN(c2ccccc2)C(=S)N(c2ccccc2)C1	-3	5	10	-3	21	0	-14	13	1
Cc1ccc(-c2n[nH]c3c2CCC3)cc1	-1	2	44	-2	28	-3	16	11	1
Cc1ccc(NC(=O)CSc2nc3ccccc3nc2N2CCOCC2)cc1	1	-1	22	1	-15	2	0	16	0.98
CCC(=O)N1CCc2cc(S(=O)(=O)N3CCCC3)ccc21	-8	-1	10	-3	-3	8	-10	-2	0.92
COc1ccc(CCNC(=O)c2ccc3nc(N4CCCCC4)sc3c2)cc1OC	-7	4	16	-3	13	-38	22	23	1.4
CC1CCCC(C)N1CCCNC(=O)CCn1c(=O)c2cccn2c2cccnc21 (stereo not given)	1	-3	2	0	8	4	-36	11	0.96
CCCNC(=O)C1=C(C)C(=O)OC12CCC(C)CC2 (stereo not given)	4	-1	14	5	7	8	4	16	0.92
CN(C(=O)CN1CCN(c2cnn(-c3ccccc3)c(=O)c2Cl)CC1)C1CCS(=O)(=O)C1 (stereo not given)	6	-3	-5	-1	-3	1	-4	-3	0.99
C=CCSC1=C(C#N)C(c2ccccc2OC)CC(=O)N1 (stereo not given)	-11	-1	5	-1	9	10	14	18	0.9
O=C(Nc1ccccc1C(=O)Nc1nnc(C(F)(F)F)s1)c1ccccc1Cl	-5	-4	14	0	9	6	6	7	0.94
COCCNC(=S)NCCc1ccc(Cl)cc1Cl	-9	-3	13	-3	4	-27	2	13	1.3
Cc1ccc(CNC(=O)COC(=O)CCCOc2ccc(Cl)cc2Cl)cc1	-2	-4	24	0	5	-2	13	22	1
COc1ccc(-c2oc3ccc(-c4cc(OC)c(OC)c(OC)c4)cc3c2-c2ccc(OC)cc2)cc1	-7	-3	7	-1	18	-13	8	-3	1.1
CSc1ccccc1NC(=O)CN(Cc1ccccc1)S(C)(=O)=O	-5	4	-5	0	29	6	2	13	0.94
O=C(O)c1nn(-c2ccccc2)nc1-c1nn(-c2ccccc2)nc1C(=O)O	0	-1	12	2	4	2	18	-2	0.98
COc1ccc(/C=N/n2c(N)c(S(=O)(=O)c3cccs3)c3nc4ccccc4nc32)cc1OC	-3	6	2	4	15	25	1	21	0.75
CCN(CC)C(=O)c1nn(Cc2ccccc2)c(=O)c2ccccc12	-8	1	13	-4	13	10	-15	15	0.9
Cc1c([N+](=O)[O-])cc(S(=O)(=O)Nc2ccncc2)cc1[N+](=O)[O-]	-5	0	27	0	11	6	2	22	0.94
O=C(NC(=S)Nc1ccccc1N1CCCCC1)c1ccccc1	-10	-6	9	-5	60*	9	-15	48*	0.91
C/C(=N\NC(=O)c1ccco1)c1cc(Cl)sc1Cl	-5	7	9	-5	-8	-1	-10	7	1
CCOC(=O)C1CCCN(C(=O)c2sc3nc(-c4ccccc4)cn3c2C)C1 (stereo not given)	-3	2	-5	0	22	10	16	7	0.9

Three entries out of the list above, arranged by the value under A3G deaminase, descending:
mol | A3G deaminase | NALP3 yeast inh | A3A deaminase | mIAP inh | hIAP inh | mIAP activ
O=C(O)c1nn(-c2ccccc2)nc1-c1nn(-c2ccccc2)nc1C(=O)O | 0 | 12 | 2 | 2 | 18 | 0.98
CCOC(=O)C1CCCN(C(=O)c2sc3nc(-c4ccccc4)cn3c2C)C1 (stereo not given) | -3 | -5 | 0 | 10 | 16 | 0.9
O=C(Nc1ccccc1C(=O)Nc1nnc(C(F)(F)F)s1)c1ccccc1Cl | -5 | 14 | 0 | 6 | 6 | 0.94

Remaining list, next part:
SMILES	A3G deaminase	MIN6 prolif	NALP3 yeast inh	A3A deaminase	TIM10 inh	mIAP inh	hIAP inh	tim10-1 inh	mIAP activ
N#Cc1ccc(S(=O)(=O)NC2CC2)cc1	-2	-3	1	-3	-7	1	-7	9	0.99
O=C1CN(C(=O)CSc2nc3ccccc3c(=O)n2CCCN2CCOCC2)c2ccccc2N1	-4	-1	3	0	-21	-5	19	6	1
COc1ccc(NC(=O)CSCC(=O)Nc2nnc(CC(C)C)s2)cc1	-3	-4	4	4	6	6	-7	6	0.94
CC1(C)CC(=O)C(C(c2cccc([N+](=O)[O-])c2)C2C(=O)CC(C)(C)CC2=O)C(=O)C1	-5	-1	2	-3	14	3	-6	17	0.97
CC(NC(=O)Cn1cccc1)c1ccccc1 (stereo not given)	-6	0	8	-4	-5	-5	-11	5	1
O=C(CCSc1ccccc1)N1CCN(c2ccccc2F)CC1	-6	0	30	2	-1	2	-11	18	0.98
CN(CC(=O)Nc1ccc2c(c1)OCO2)S(=O)(=O)c1ccc2c(c1)CCC(=O)N2	0	2	2	0	-10	3	9	8	0.97
CC1CN(C(=O)C(C)N2CCN(c3ccccc3Cl)CC2)CC(C)O1 (stereo not given)	-5	3	21	1	-1	-7	-3	7	1.1
O=C(CCCOc1ccc(Br)cc1)NCCc1ccc(OC(F)F)cc1	-3	0	37	-1	-10	-4	-4	8	1
O=S(=O)(Nc1ccc(O)c2ccccc12)c1ccc(F)cc1	0	-6	0	5	16	9	2	24	0.91
CC1(C)CC(=O)c2sc(NS(C)(=O)=O)nc2C1	-2	0	4	2	-4	0	-1	10	0.99
CC(C)NC(=O)N(C)C[C@@H]1Oc2c(NC(=O)C3CCOCC3)cccc2C(=O)N([C@@H](C)CO)C[C@H]1C	-5	-1	5	-2	97*	-2	4	-8	1
